LYP inhibition: inhibitors of LYP phosphatase, biochemical, fluorescence intensity, uHTS (AID 1779). Tyrosine-protein phosphatase non-receptor type 22 (Homo sapiens). recombinant LYP phosphatase, fluorescence intensity; higher % means a stronger effect. inhibition, % at 11.5 µM, or IC50 in µM where a hit was titrated. 290,000 compounds, 0.054% hits;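 further: plate controls were vehicle with enzyme for no effect and no enzyme for full effect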
XIAP displacement: XIAP antagonists, biochemical, IAP family, fluorescence polarization (AID 1018). E3 ubiquitin-protein ligase XIAP (Homo sapiens). XIAP BIR domain, fluorescence polarization peptide displacement; higher % means a stronger effect. displacement, % at 20 µM, or IC50 in µM where a hit was titrated. 200,000 compounds, 0.007% hits; in the data active means displacement above about 50%; further: a part of the inactive calls stands beside numbers as strong as those of hits
Myeloid diff MLP: induction of myeloid progenitor differentiation, primary screen, cell-based, flow cytometry, MLPCN library; ER-HoxA9 myeloid progenitors, lysozyme-GFP differentiation; calls only at 10 µM; 360,000 compounds, 1% hits;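 active means normalized GFP-positive differentiation at or above the plate's own cutoff, the solvent-only control mean plus 3 SD; inconclusive means no clear call, values can overlap the other calls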;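 further: cells exposed to compound for four days before flow analysis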
Siah-1 displacement: Siah-1 peptide-binding antagonists, primary screen, biochemical, fluorescence polarization, rhodamine-plectin, uHTS (AID 1817). 290,000 compounds, 0.02% hits. displacement, % at 20 µM, or IC50 in µM where a hit was titrated. E3 ubiquitin-protein ligase SIAH1 (Homo sapiens). Siah-1 / rhodamine-plectin peptide fluorescence polarization; higher % means a stronger effect;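 active means displacement of at least 50% at 20 µM, with a fluorescence ratio check between 0.3 and a set limit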;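 further: plate controls were Siah plus tracer with DMSO for no effect and tracer alone without Siah for full effect; strong numbers were not always called active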
NS5 inhibitors: Dengue-2 NS5 methyltransferase inhibitors, primary screen, biochemical, confirmation dose response (AID 588689) | Genome polyprotein (Dengue virus type 2 (strain 16681-PDK53)) | Dengue-2 NS5 methyltransferase capping enzyme assay, biochemical; higher % means a stronger effect | inhibition, % at 25 µM, or IC50 in µM where a hit was titrated | 340,000 compounds, 0.3% hits; in the data active means a potency from the dose series; inconclusive means inhibition above about 29% without an active follow-up result
HIV peptide binding: inhibitors of HIV fusion peptide binding, primary screen, biochemical, uHTS, fluorescence dequenching (AID 1986); cell-free peptide binding, fluorescence dequenching, 30 min; higher % means a stronger effect; inhibition, % at 20 µM, or IC50 in µM where a hit was titrated; 290,000 compounds, 0.3% hits; in the data active means inhibition mostly above about 52%, no sharp cut-off; inactive means mostly below about 76%; further: some results filed as inactive read as strong as hits
AID2073: inhibitors of Mint1-CaV2.2 protein interaction, biochemical, HTRF (AID 2073); HTRF protein-protein interaction, Mint1-CaV2.2; higher % means a stronger effect; inhibition, % at 20 µM; hits with a dose series show IC50 in µM; 290,000 compounds, 0.19% hits; in the data active means inhibition mostly above about 51%, no sharp cut-off; inconclusive means no clear call, values can overlap the other calls; inactive means mostly below about 53%; further: some results filed as inactive read as strong as hits
HEK293 NOD2/NF-kB: NOD2 signaling inhibitors, cell-based, luminescence, uHTS, HEK293 (AID 1566); 290,000 compounds, 0.63% hits; one-dose inhibition, % at 4 µM; EC50 in µM for titrated hits; HEK293 NOD2/NF-kB luciferase reporter, luminescence; higher % means a stronger effect; further: many of its hits are not listed in these tables
Hep lipid drop: inhibitors of hepatocyte lipid droplet formation, primary screen, imaging, high-throughput imaging, BODIPY stain. AML12 mouse hepatocytes, oleate lipid droplets. inhibition, % at 6.5 µM. 240,000 compounds, 0.4% hits;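 active means lipid droplet intensity inhibited by at least 50%, with more than 500 cells counted; inconclusive means wells with under 300 cells, treated as cytotoxic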
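Assay system: AML12 hepatocytes (mouse) / Also added: 100 µM oleic acid challenge / Times: overnight treatment with compound plus oleate / Detection: high-content imaging of BODIPY-stained droplets and DAPI nuclei / Evaluation: % inhibition of lipid droplet signal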
Hep lipid drop cells 6.5 µM: recorded beside Hep lipid drop, whose call it bears; cell count; measured here: cell count, cytotoxicity flag;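 cells counted across two imaged fields per well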
Myeloid diff MLP GFP+ MAC1+ %: second read-out of Myeloid diff MLP, no call of its own (marks repeat the call); GFP+ MAC1+ double positive, %; measured here: differentiation confirmed by MAC1 staining
Active calls of the source: *; i = inactive; ? = inconclusive; nt = not tested or not shown. Unless noted, no stated cut-off is given here; in the data, active means inhibition above about 50%; inactive means the rest. Some of the compounds tested; count on the stated rates, not on these rows.

smiles	LYP inhibition	XIAP displacement	Myeloid diff MLP	Myeloid diff MLP GFP+ MAC1+ %	Siah-1 displacement	NS5 inhibitors	HIV peptide binding	AID2073	HEK293 NOD2/NF-kB	Hep lipid drop	Hep lipid drop cells 6.5 µM
CCNc1nc(NCC)nc(N(C)n2cnnc2)n1	-7%	-6.2%	i	1.0	4%	-6%	2.3%	8%	4%	nt	nt
CC1(C)Cc2cccc(OCC(=O)OCC(=O)Nc3cccc(S(N)(=O)=O)c3)c2O1	-13%	nt	i	0.5	-3%	4%	-0.3%	9%	-21%	0	642
CCOc1ccccc1NC(=O)c1ccc2c(c1)C(=O)N(CC1CCCO1)C2=O (configuration not stated)	-13%	nt	i	3.6	-4%	4%	0.2%	14%	7%	-1	840
CC(C)Oc1cccc(C(=O)Nc2ccc(CN3CCOCC3)cc2)c1	-6%	0.1%	i	4.7	2%	-4%	-1.9%	-3%	14%	26	596
COc1ccccc1NC(=O)c1oc2ccc(C)cc2c1C	-8%	1.5%	i	1.9	0%	3%	-3.6%	5%	-19%	nt	nt
COc1ccc(OC)c(NC(=O)CSc2nc(N3CCOCC3)nc(N3CCOCC3)n2)c1	-3%	nt	i	0.0	-2%	-9%	-0.4%	11%	29%	-23	727
CN1/C(=C/C=C(/C#N)C(N)=O)C(C)(C)c2ccccc21	6%	-1.6%	?	nt	1%	-46%	12%	24%	-25%	nt	nt
NC(=O)[C@@H]1CC2(CC(c3cccc(NC(=O)COc4ccc(Cl)cc4)c3)=NO2)CN1C(=O)COc1ccc(Cl)cc1 (some centres not stated)	2%	nt	i	5.5	-5%	1%	6.4%	24%	30%	-3	630
CCN1C=C(C(=O)OC)C(c2cccc(C)c2)C(C(=O)OC)=C1	-22%	-4.0%	i	1.2	0%	-9%	0.7%	21%	-3%	nt	nt
O=C(Nc1ccc2nn(-c3ccccc3)nc2c1)c1ccco1	2%	-4.4%	i	0.8	6%	0%	15%	31%	-57%	18	781
O=C(N/N=C/C=C/c1ccc2c(c1)OCO2)C(O)c1ccccc1 (configuration not stated)	0%	nt	i	0.4	-7%	-11%	-3.7%	-9%	-13%	0	678
CCOC(=O)c1cc(NC(=O)Nc2cc(C)ccn2)c(C)nc1C	4%	-4.2%	i	0.0	-4%	5%	1.6%	23%	8%	0	656
COc1ccc(NC(=S)NCc2ccc(F)cc2)cc1	0%	nt	i	0.2	6%	-6%	-0.6%	-11%	24%	-3	791
Cc1csc2ncc(C(=O)NCc3ccco3)c(=O)n12	1%	-12%	i	8.8	5%	-1%	11%	25%	0%	-1	776
COc1ccc(N2C(=O)c3cccc4c(N(C)CCO)ccc(c34)C2=O)cc1	-7%	nt	i	0.6	2%	?	150%	22%	-2%	-8	744
CCn1c(CCNC(=O)c2ccc(Cl)cc2Cl)n[nH]c1=S	-3%	-1.3%	i	7.9	0%	-6%	0.8%	-24%	-2%	nt	nt
CC1(C(=O)N(CC(=O)NC2CCCC2)Cc2ccc(Cl)cc2)CC(=O)N=C2C=CC=CN21 (configuration not stated)	-8%	nt	i	0.4	1%	9%	-0.1%	3%	10%	0	822
Cc1cccc(C)c1NC(=O)CNC(=O)CCC(=O)c1cccs1	-1%	-3.4%	i	0.2	-4%	nt	6.2%	7%	-8%	-4	713
CCOC(=O)C1=C(C)N(C)C(=S)NC1c1c(OCC)ccc2ccccc12 (configuration not stated)	-3%	-2.1%	i	0.8	3%	2%	1.3%	-13%	13%	16	737
CCn1c(NCc2cc(OC)c(OC)c(OC)c2)nc2ccccc21	-10%	nt	i	1.2	-2%	-5%	-0.3%	18%	-2%	0	839
C=CCn1c(N)nc2ccccc21	-4%	-5.4%	i	0.8	-1%	-10%	13%	5%	5%	nt	nt
O=C(COC(=O)c1ccc(O)cc1)NCC1CCCO1 (configuration not stated)	-4%	-10%	i	0.7	2%	nt	-2.2%	16%	7%	-3	722
Cc1cc(C)n(-c2nnc(C)n2NS(C)(=O)=O)n1	2%	-7.0%	i	0.5	1%	-5%	0.9%	-7%	-12%	10	710
CCNC(=S)N1C2CCC1CC(NC(=O)NC1CCCCC1)C2 (configuration not stated)	0%	-0.1%	i	2.0	0%	0%	0.3%	-14%	15%	-8	641
Cn1c2ccccc2c2cc(C(=O)O)ccc21	-3%	-5.6%	i	1.3	-1%	-2%	4.0%	-1%	14%	10	788
CCC1Oc2ccccc2N(CC(=O)NCC2CCCO2)C1=O (configuration not stated)	-12%	nt	i	1.0	-4%	-5%	-1.5%	25%	19%	-6	392
Cc1nnc(NC(=O)c2ccccc2F)s1	0%	-3.4%	i	1.3	1%	-4%	-1.2%	4%	1%	-5	696
O=C(/C=C/c1ccco1)Nc1ccc(CN2CCOCC2)cc1	6%	nt	i	1.4	14%	8%	0.6%	-15%	-150%	-9	719
Cc1ccccc1N1CCN(C2CCCN(C(=O)CCC3(C)CC3)C2)CC1 (configuration not stated)	-2%	nt	i	1.0	-1%	-3%	-0.6%	3%	-5%	27	738
O=C(NCCCn1ccnc1)c1ccc(Br)s1	-6%	nt	i	2.5	8%	-2%	-0.5%	12%	-10%	3	844

An excerpt from above, reduced to AID2073, HIV peptide binding and LYP inhibition.
SMILES,AID2073,HIV peptide binding,LYP inhibition
Cn1c2ccccc2c2cc(C(=O)O)ccc21,-1%,4.0%,-3%
CCC1Oc2ccccc2N(CC(=O)NCC2CCCO2)C1=O (configuration not stated),25%,-1.5%,-12%
Cc1cc(C)n(-c2nnc(C)n2NS(C)(=O)=O)n1,-7%,0.9%,2%
Cc1ccccc1N1CCN(C2CCCN(C(=O)CCC3(C)CC3)C2)CC1 (configuration not stated),3%,-0.6%,-2%
C=CCn1c(N)nc2ccccc21,5%,13%,-4%
O=C(COC(=O)c1ccc(O)cc1)NCC1CCCO1 (configuration not stated),16%,-2.2%,-4%

Three compounds from above, arranged by their value in HIV peptide binding, low to high:
structure	HIV peptide binding
Cc1nnc(NC(=O)c2ccccc2F)s1	-1.2%
O=C(NCCCn1ccnc1)c1ccc(Br)s1	-0.5%
Cc1cc(C)n(-c2nnc(C)n2NS(C)(=O)=O)n1	0.9%

(list continues)
smiles	LYP inhibition	XIAP displacement	Myeloid diff MLP	Myeloid diff MLP GFP+ MAC1+ %	Siah-1 displacement	NS5 inhibitors	HIV peptide binding	AID2073	HEK293 NOD2/NF-kB	Hep lipid drop	Hep lipid drop cells 6.5 µM
COC(=O)c1ccccc1NC(=O)Nc1ccc(C)cn1	-3%	-14%	i	0.4	0%	-9%	0.0%	-3%	-9%	-2	591
O=C(NCc1ccccc1)C(=O)Nc1cccc(C(=O)O)c1	-3%	nt	i	0.5	-2%	-1%	-1.7%	-4%	-133%	3	761
Cc1ccc(COc2ccsc2C(=O)NN)cc1	-3%	-7.5%	i	0.0	-5%	-3%	-2.3%	-10%	-23%	nt	nt
Cc1cc(C)c(OCC(=O)Nc2ccc(N3CCOCC3)cc2)c(Br)c1	-8%	nt	i	1.3	4%	-9%	-0.7%	-3%	-9%	-41	599
Cc1ccc(C#CC(C)(O)C(C)(C)C)cn1 (configuration not stated)	-5%	nt	i	0.2	5%	-1%	0.4%	17%	-1%	20	865
O=C(O)/C=C/c1ccc(-c2cccc(C(F)(F)F)c2)o1	-1%	-4.4%	i	0.2	1%	-7%	15%	17%	5%	19	702
CCc1ccc(NC(=O)c2cc(C(C)C)on2)cc1	0%	-7.4%	i	4.7	-1%	-3%	-0.2%	-8%	-122%	nt	nt
O=C(Nc1ccc(S(=O)(=O)Nc2ccccn2)cc1)c1cccc(Br)c1	2%	nt	i	1.3	2%	-1%	2.0%	6%	2%	-1	668
COC(=O)CCN1CCN(S(=O)(=O)c2cccc(Br)c2)CC1	-9%	-5.2%	i	0.2	0%	-4%	0.1%	-9%	-18%	-3	667
COc1ccc(/C=N/NC(=O)c2ccccc2O)cc1CN1CCOCC1	4%	nt	i	0.3	0%	0%	4.0%	12%	4%	-20	723
O=C(NC1CCCCC1)c1cc(-c2cccs2)on1	-12%	nt	i	2.5	-5%	-7%	0.5%	-7%	-105%	-4	767
N#Cc1ccsc1NC(=O)CN1CCN(Cc2ccccc2)CC1	-6%	-12%	i	0.5	-3%	-7%	2.0%	24%	2%	20	631
CC(C)N1CCc2c(sc(NC(=O)c3ccc(S(=O)(=O)N4CCCCC4C)cc3)c2C(N)=O)C1 (configuration not stated)	-6%	nt	?	nt	-1%	-17%	4.5%	4%	14%	-5	648
CCCC(=O)N(Cc1cc(=O)[nH]c2ccccc12)c1ccccc1	-8%	nt	i	0.1	-6%	-1%	-0.1%	17%	-18%	-20	675
CCCn1c(N)c(C(c2ccc(C(=O)OC)cc2)N2CCN(c3ccccc3)CC2)c(=O)[nH]c1=O (configuration not stated)	-7%	-4.6%	i	0.5	3%	-2%	-0.5%	3%	-5%	nt	nt
CCCCNC(=O)CSc1nnc(Cc2ccc(Cl)c(Cl)c2)c(=O)[nH]1	-2%	nt	i	0.3	3%	10%	8.4%	-6%	4%	12	821
Cc1ccccc1C(=O)NC1CCN(Cc2ccccc2)CC1	-7%	-4.3%	i	0.0	0%	0%	0.0%	-1%	-1%	2	746

Bioassay records (PubChem)
